# From PubChem BioAssay
# hcDAF-12 act – H. contortus DAF-12 activation, primary screen; HEK293 hcDAF-12 lit1-tk-luc reporter, luminescence; 0% DMSO, 100% Δ7-dafachronic acid; activation, % at 6.8 µM; 1.4% of 370,000 active; AID 652067;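 active = activation above the mean of all tested compounds plus 3 SD, cut at about 5.5% in these data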;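 note: 100% = response to 3 µM Δ7-dafachronic acid high control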
# GAA850 FXN act – frataxin GAA850 promoter activation. HEK293 lucGAA850 FXN promoter luciferase reporter, 24 h; percent of 10 µM SAHA response. 0.56% of 360,000 active. activation, % at 6 µM;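 active = activation above the average of all compounds screened plus 3 SD, cutoff fixed separately per campaign, cut at about 7.5% in these data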;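 note: 0% = DMSO wells and 100% = 10 µM SAHA wells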
# NPR1 activator – GC-A (human) enzyme activation. activation, % at 10 µM. HEK293 GC-A cells, cGMP TR-FRET, EC30 ANP; 0% at EC30 ANP, 100% saturating ANP. AID 1671463. 0.14% of 370,000 active; in the data active = activation above about 40%
# ssDAF-12 act – activators of S. stercoralis DAF-12 nuclear receptor; HEK293 ssDAF-12/GRIP1 lit1-tk-luc reporter, luminescence; % of 3 µM dafachronic acid response; activation, % at 6.8 µM; 1% of 370,000 active; AID 652126;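 active = activation above the mean over all tested compounds plus 3 SD, cut at about 0.9% in these data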;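 note: 0% = DMSO-only wells and 100% = 3 µM delta7-dafachronic acid wells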
# NPR2 activator – GC-B (human) receptor activation | P20594 | HEK293-GC-B cells, CNP EC30, cGMP TR-FRET; 0% at EC30 CNP, 100% saturating CNP | activation, % at 10 µM | 0.11% of 370,000 active | AID 1920062;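 active = activation at 10 µM reaching about 35% in either raw or pattern-adjusted values, limit read from the data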
# sPLA2-III inh – Inhibits HGIII-sPLA2 liposome hydrolysis, primary screen. inhibition, % at 12.2 µM. AID 743126. QFRET BODIPY PC-A2 liposome hydrolysis, fluorescence. Q9NZ20. 0.56% of 370,000 active;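 active = inhibition above mean plus 3 SD of compounds lying within the high and low control bounds, cut at about 19% in these data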;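 note: 0% = median of test compound wells and 100% = no enzyme DMSO wells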
# Target sequence (Q9NZ20 whole entry, looked up): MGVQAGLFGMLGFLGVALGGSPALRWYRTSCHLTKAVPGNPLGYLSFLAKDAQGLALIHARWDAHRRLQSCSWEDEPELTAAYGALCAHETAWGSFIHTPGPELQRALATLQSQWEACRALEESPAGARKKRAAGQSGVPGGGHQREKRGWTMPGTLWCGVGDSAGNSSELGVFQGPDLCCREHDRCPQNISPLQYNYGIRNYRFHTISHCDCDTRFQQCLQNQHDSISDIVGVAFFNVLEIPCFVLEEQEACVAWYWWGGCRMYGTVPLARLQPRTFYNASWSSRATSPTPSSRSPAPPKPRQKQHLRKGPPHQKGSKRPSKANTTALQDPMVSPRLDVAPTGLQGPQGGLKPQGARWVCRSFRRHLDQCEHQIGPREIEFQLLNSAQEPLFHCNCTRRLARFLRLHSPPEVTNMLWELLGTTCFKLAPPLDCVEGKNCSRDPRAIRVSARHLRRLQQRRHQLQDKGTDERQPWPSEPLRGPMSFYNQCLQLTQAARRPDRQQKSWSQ
# DAX1 inh-1 – inhibitors of DAX1 repression of SF-1 activated StAR promoter; HEK293T StAR-luciferase reporter, SF-1/DAX-1 repression relief; inhibition, % at 6.8 µM; 1.1% of 370,000 active; AID 652010;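 active = inhibition above the mean over all tested compounds plus 3 SD, cut at about 3.6% in these data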;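 note: 0% = DAX-1 cells with DMSO and 100% = cells lacking DAX-1 with DMSO; higher inhibition means more luminescence from relief of DAX-1 repression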
# proKLK7 act – proKLK7 (human) activation, primary screen; P49862; 0.9% of 370,000 active; activation, % at 7 µM; purified proKLK7, EDANS-DABCYL substrate fluorescence; 100% is mature enzyme control, 0% vehicle;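 active = activation above the mean of all tested compounds plus 3 SD, computed per campaign excluding outliers beyond control limits, cut at about 13% in these data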
# Target sequence (P49862 whole entry, looked up): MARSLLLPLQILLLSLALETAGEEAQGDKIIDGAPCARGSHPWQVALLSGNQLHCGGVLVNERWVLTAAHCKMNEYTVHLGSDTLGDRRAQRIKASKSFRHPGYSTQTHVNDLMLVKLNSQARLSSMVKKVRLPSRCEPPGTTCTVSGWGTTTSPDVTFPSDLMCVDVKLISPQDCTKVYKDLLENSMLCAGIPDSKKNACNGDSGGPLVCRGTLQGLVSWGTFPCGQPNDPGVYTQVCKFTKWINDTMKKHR
# SMARCA2 activ – activators of SMARCA2 function | MG213 cells, MMTV-luciferase reporter, dexamethasone, overnight | activation, % at 9.1 µM | 1% of 370,000 active; in the data active = activation above about 7.8%;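 note: 0% = vehicle wells and 100% = reference activator wells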
# DAX1 inh-2 – inhibits human nuclear receptor DAX1 | P51843 | HEK293 Gal4-DAX1 luciferase reporter, luminescence | inhibition, % at 6.75 µM | 0.99% of 340,000 active | AID 504766;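 active = inhibition above the mean over all tested compounds plus 3 SD, cut at about 4.2% in these data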;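 note: 0% = DAX1-transfected cells with DMSO and 100% = empty-vector control cells with DMSO; inhibition shows as a rise in luminescence from relieved DAX1 repression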
# Target sequence (P51843 207-470 limits assumed): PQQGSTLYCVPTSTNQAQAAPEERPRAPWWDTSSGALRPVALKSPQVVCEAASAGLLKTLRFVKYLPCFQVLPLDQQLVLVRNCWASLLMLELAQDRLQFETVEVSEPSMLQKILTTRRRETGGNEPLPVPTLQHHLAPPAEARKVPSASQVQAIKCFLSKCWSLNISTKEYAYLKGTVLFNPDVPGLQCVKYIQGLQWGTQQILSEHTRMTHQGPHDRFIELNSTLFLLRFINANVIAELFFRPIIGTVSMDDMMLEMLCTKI
# hgDAF-12 ag – hgDAF-12 agonism, primary luciferase screen | activation, % at 6.8 µM | HEK293 GAL4-hgDAF12 UAS-luciferase reporter, agonist luminescence; normalized to butyrate control | 1.8% of 370,000 active;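 active = activation above a cutoff set at the mean of all screened compounds plus 3 SD, cut at about 10% in these data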;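 note: 0% = DMSO wells and 100% = sodium butyrate wells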
# * marks the source's active call; other numbers are inactive results; nt = no result given; & = joins results of further samples.
SMILES,hcDAF-12 act,GAA850 FXN act,NPR1 activator,ssDAF-12 act,NPR2 activator,sPLA2-III inh,DAX1 inh-1,proKLK7 act,SMARCA2 activ,DAX1 inh-2,hgDAF-12 ag
COC(=O)CCN(C(=O)c1ccc(OC(C)=O)cc1)c1ccccn1,-0.9,-0.1,8,-1.2,-4,1,-0.1,0.3,-1,1.5,-0.3
CCn1c(CC(=O)Nc2cccc(OC)c2)nnc1SCC(=O)N1CCN(c2ccccc2)CC1,-1.8,-3.5,-2,-2.2,-5,-12,-0.8,-0.3,-6,-1.0,-2.2
CC(C)(C)S(=O)(=O)N1Cc2cc(CO)ccc2[C@H]1CCO,-1.8,nt,0,-1.4,0,-1,-1.6,0.8,-1,nt,-0.7
CC1CCN(C(=O)COc2cccc3c2CCN(Cc2ccccc2)C3=O)CC1,-1.2,1.9,6,-1.3,-1,-2,-0.5,-0.1,-6,-0.5,-3.5
O=C(c1ccco1)N1CCCC(Nc2ccc3c(c2)OCCO3)C1 (stereo not given),6.3*,2.8,1,-0.3,1,10,1.7,0.5,4,1.0,1.7
O=C(CCN1CCN(c2ccccc2F)CC1)Nc1cccc(F)c1,-0.7,-1.5,1,-2.0,3,3,-0.1,-0.8,-2,1.3,-2.7
CCOc1ccc(S(=O)(=O)n2cc(-c3ccc(F)cc3)c(N)n2)cc1,-1.3,4.3,0,-1.5,0,-12,-0.6,0.2,-4,1.4,1.4
Cc1cccc(C)c1-n1nnnc1C1(C)CCC(=O)N1C1CC1 (stereo not given),1.0,nt,0,-1.2,2,4,-0.4,0.5,-1,nt,-1.6
Nn1c(SCC(=O)Nc2nccs2)nnc1C1CC1,-0.5,-0.9,0,-1.2,5,-2,1.5,0.0,3,0.8,-1.9
O=C(OC(C(=O)NCC1CCCO1)c1ccccn1)c1cccs1 (stereo not given),0.0,0.1,0,-1.0,-1,5,0.1,0.4,-2,0.4,-0.8
CCOc1ccc(CN2CCN(Cc3cnc(-c4ccccc4)s3)CC2CCO)cc1 (stereo not given),-3.8,2.5,20,-2.0,-5,-9,-1.5,-0.2,-4,-2.5,-2.6
CCc1ccc(NC(=O)CSc2nc(=O)n(CCCN3CCOCC3)c3c2CCC3)cc1,-0.1,-0.7,-6,-1.4,-2,3,-1.2,0.1,-1,-0.1,0.3
CCOc1ccc2nc(NC(=O)c3ccccn3)sc2c1,2.3,-2.9,10,-1.4,10,-3,-1.8,0.1,-6,-4.3,-5.7
Cc1ncc([N+](=O)[O-])n1CCOC(=O)C12CC3CC(CC(C3)C1)C2,-1.2,0.9,2,-1.2,0,1,-0.2,0.1,-4,1.1,-1.8
O=C(NCc1ccccn1)c1ccc(Br)s1,-0.4,1.6,-1,-1.2,1,4,-0.8,-0.4,-1,-0.7,3.2
COc1ccc(F)cc1C(=O)C1CCCN(C(=O)c2ccc(C(C)=O)s2)C1 (stereo not given),-0.7,4.2,3,-1.7,2,4,0.8,0.3,-2,0.1,-2.9
O=C1/C(=C/c2ccccc2)CCC1C1CCCC1 (stereo not given),2.2,2.9,-1,-0.7,-2,8,0.0,-0.2,-1,3.7,-2.5
C(=NOCCc1ccccc1)c1ccccn1,0.3,4.9,-2,-0.3,-1,2,2.2,0.7,4,2.5,7.4
O=C(CSc1nc(N2CCOCC2)nc(N2CCOCC2)n1)Nc1ccccc1F,4.2,-0.7,-13,-0.4,-4,-1,-0.6,0.1,-4,1.6,-0.3
CC1CN(Cc2nc3c(c(=O)n(C)c(=O)n3C)n2Cc2ccccc2)CC(C)O1 (stereo not given),0.6,-1.1,-3,-0.7,-1,11,0.2,-0.6,-2,0.5,0.0
N#C/C(=C\Nc1ccccn1)S(=O)(=O)c1ccc(Cl)cc1,-0.3,1.4,6,-1.2,9,-6,-0.4,1.1,2,2.2,0.3
Cc1nnn(C23CC4CC(CC(CC(=O)Nc5ccc(C)c(C)c5)(C4)C2)C3)n1,-1.4,-0.3,-1,-1.2,-5,-16,-0.9,-0.5,-1,1.8,-1.8
CCOc1ccc(NC(=O)CS(=O)(=O)c2cn(CC)c3ccccc23)cc1,-1.7,-3.2,6,-0.9,-2,-2,0.1,0.4,1,-1.1,-1.1
COCCOCC(=O)Nc1ccc(S(=O)(=O)Nc2cc(C)nc(C)n2)cc1,-1.6,1.0,3,0.7,0,-1,-0.3,0.0,0,2.6,-1.3
O=C(C1CCN(c2nnc(-n3cccc3)s2)CC1)N1CCc2ccccc2C1,-1.4,-0.5,3,-0.7,1,-13,0.5,1.4,-5,-0.7,-1.0
O=C(C1CC1)N1CCc2cc(S(=O)(=O)N3CCCc4ccccc43)ccc21,1.6,0.3,-5,-0.7,-2,-2,0.5,0.1,-1,1.2,1.1
COc1ccccc1C1CCN(C(=S)Nc2ccc(Br)cc2)CC1,-1.6,-0.5,1,-1.9,-2,1,-0.9,0.4,-5,0.0,-0.4
O[C@@H]1C2CCCC1[C@]1(O)CCCCC1C2 (stereo not given in full),-2.0,-2.6,0,-0.9,6,0,-0.5,0.8,0,-1.0,2.4
Cc1ccccc1N=Nc1c(O)n(C)c2ccccc12,3.1,2.6,-4,-0.8,-5,0,-0.2,1.2,0,0.4,4.1
CCN(CC)C(=O)c1cccc(NC(=O)C2=COCCO2)c1,-0.1,0.9,2,-0.6,1,0,-0.3,0.1,0,0.7,2.1
O=C(Nc1c(C(=O)N2CCOCC2)oc2ccccc12)c1ccccc1Cl,-3.2,2.1,1,-1.1,1,-3,-1.8,0.1,-2,-0.6,3.5
O=C1CCc2ccccc2O1,-0.5,1.2,3,-1.7,2,0,-0.4,-0.3,1,-0.9,1.7
Cc1ccc(-c2n[nH]c(=S)c3ccccc23)cc1S(=O)(=O)NCC1CCCO1 (stereo not given),0.7,3.4,-7,-1.6,2,11,-0.7,0.5,-2,-0.6,-0.7
COC(=O)[C@]12C=CCN1[C@H](c1ccc(Cl)cc1)c1c(c3ccccc3n1S(=O)(=O)c1ccc(C)cc1)C2,2.5,nt,-3,0.0,-14,4,0.3,-0.7,-1,nt,-2.6
CNC(=O)C1(C)Cc2c(-c3ccc(NC(C)=O)cc3)ccnc2O1 (stereo not given),-1.2,-1.3,3,-1.6,3,0,-0.8,0.1,-3,nt,-1.4
CCC(C)Sc1cc(-c2nc3cc(C)ccn3c2NC2CCCCC2)ccc1OC (stereo not given),-1.1&-1.8,0.8,8&5,-1.3&-1.2,-3&2,11&0,-1.1&0.4,-26&-5.7,-2&-5,-1.5,0.6&0.6
CCOc1cc(/C=N/Nc2nc(N3CCCC3)nc(N3CCCC3)n2)ccc1O,-1.2,-0.5,2,-1.4,5,-4,-2.1,-4.6,-5,-1.1,0.0
CC(C)(C)C(=O)NCCN1C(=O)S/C(=C\c2ccc([N+](=O)[O-])cc2)C1=O,-2.0,3.2,0,-1.1,-4,1,-0.7,0.2,2,-1.1,12*
O=C(O)C(c1ccccc1)N1C(=O)/C(=C\c2ccc(O)c(O)c2)SC1=S (stereo not given),-0.7,-2.0,-2,-0.4,-3,-30,0.0,-2.8,4,-0.7,-0.5
Cn1c(C2CCCCC2)nc2cc(N)ccc21,0.4,0.8,-4,-0.6,-4,5,-0.3,-0.1,4,-0.7,2.5
COCc1c(C(=O)N/N=C\c2ccccn2)nnn1-c1nonc1N,-1.8,0.0,1,-0.8,-8,3,-0.3,-0.2,1,0.1,-0.4
O=C(NCC1CCCCC1)c1ccccc1[N+](=O)[O-],2.0,1.5,-1,-1.6,5,13,0.2,-0.4,-3,-0.7,1.1
CCC(c1nnnn1C1CCCC1)N(Cc1cccs1)Cc1cc2cc(C)ccc2[nH]c1=O (stereo not given),0.4,1.4,-20,-0.1,-13,9,0.2,5.1,-2,0.5,2.3
Cc1cc(NC(=O)CN2C(=O)NC(C)(c3ccc(OC(F)F)cc3)C2=O)no1 (stereo not given),-2.1,0.6,4,-1.4,1,-1,-0.4,0.5,1,1.0,-1.7
COC(=O)[C@]12C[C@H](CC(=O)NCCC(C)C)C(=O)N(Cc3cccc4ccccc34)C1=C[C@H](C(C)C)O[C@@H]2C1CC1,-2.4,nt,-9,-1.4,0,-3,0.1,0.6,0,nt,1.6
O=C(NC(=S)N1CCN(Cc2ccc3c(c2)OCO3)CC1)c1ccc(Cl)cc1,-2.7,1.7,3,-1.1,10,4,0.3,-0.7,-2,-0.5,-2.8
Cn1nc(-c2ccc(OCC(=O)Nc3ccccc3)cc2)c2ccccc2c1=O,-2.1,2.3,2,-1.7,8,-12,-1.9,0.7,-5,-0.6,-5.4
Cc1sc(NC(=S)NC(=O)c2cccs2)nc1-c1ccc(C(C)C)cc1,0.7,0.3,-1,-1.2,-2,3,-0.3,0.1,7,0.0,-0.7

# Laid out differently: two of the compounds above
SMILES	hcDAF-12 act	GAA850 FXN act	NPR1 activator	ssDAF-12 act	NPR2 activator	sPLA2-III inh	DAX1 inh-1	proKLK7 act	SMARCA2 activ	DAX1 inh-2	hgDAF-12 ag
O=C(c1ccco1)N1CCCC(Nc2ccc3c(c2)OCCO3)C1 (stereo not given)	6.3*	2.8	1	-0.3	1	10	1.7	0.5	4	1.0	1.7
O=C(CCN1CCN(c2ccccc2F)CC1)Nc1cccc(F)c1	-0.7	-1.5	1	-2.0	3	3	-0.1	-0.8	-2	1.3	-2.7

# Next results:
SMILES,hcDAF-12 act,GAA850 FXN act,NPR1 activator,ssDAF-12 act,NPR2 activator,sPLA2-III inh,DAX1 inh-1,proKLK7 act,SMARCA2 activ,DAX1 inh-2,hgDAF-12 ag
Cn1cc(CNC(=O)COc2ccc(Cl)cc2Cl)cn1,-1.4,1.3,3,-1.5,1,1,0.0,0.4,1,1.4,-3.4
COc1ccc(/C=C/C(=O)Nc2sc3c(c2C(=O)NCc2cccnc2)CCCC3)cc1,0.4,-4.2,7,-1.2,5,-1,-0.8,-1.2,-1,0.3,-2.5
CCOC(=O)CSc1nc2ccccc2c(=O)n1CCC(=O)NCCc1ccc(OC)c(OC)c1,-0.2,1.1,-4,-0.8,0,-2,-0.1,-0.3,1,-1.6,1.0
Cc1ccc2sc(NNC(=O)c3ccc4c(c3)OCCO4)nc2c1C,4.3,0.0,-3,0.0,10,40*,1.2,0.0,-4,-1.0,2.4
CCC(=O)NC(c1ccc(Cl)cc1Cl)c1ccc2cccnc2c1O (stereo not given),-2.2,-9.4,-2,-1.5,2,33*,-1.0,0.7,-1,-5.2,-9.4
C=CCNC(=O)c1onc(CSc2ccccn2)c1C(=O)NCC=C,-1.0,1.3,3,-1.4,5,9,-0.8,0.4,-1,0.3,1.5
COc1c(F)c(F)c(C(=O)O)c(Nc2cccc(C)c2)c1F,1.4,2.3,4,-1.1,4,-10,0.3,0.5,4,nt,1.4
COc1ccc(CCN2C(=O)CC(N3CCN(C/C=C/c4ccccc4)CC3)C2=O)cc1OC (stereo not given),-0.3,-1.8,1,-1.5,4,-10,-0.7,0.2,-4,-1.8,-3.0
CC1CCC(NC(=O)CCNC(=O)c2ccc(Br)cc2)CC1 (stereo not given),2.0,3.6,-1,-0.5,-7,10,4.3*,-0.1,-1,1.4,9.8
